# INS-1E GSIS act: primary screen for activators of insulin secretion dependent on glucose, INS-1E cells, GLuc reporter luminescence; INS-1E GLuc reporter insulin secretion, 2-3 h; activation, % at 16.6 µM; actives 0.61% (n = 370,000); AID 743287;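 active means lowest replicate activation of at least 40%, so every replicate reaches that level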;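 further: 0% = median of neutral control wells and 100% = median of IBMX positive control wells; some compounds called inactive have numbers as strong as hits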
# esBAF inh: blocks esBAF chromatin remodeling in mouse ES cells. Bmi1-luciferase knock-in reporter, 24 h; 100% = twice the neutral-well signal. AID 602393. reporter increase, % at 12.5 µM. actives 2% (n = 350,000); in the data active means activation above about 40%;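 further: 0% = median of the plate's neutral control wells and 100% = double that signal; a rise in the Bmi1 reporter signal indicates esBAF inhibition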
# ARNT TACC3 PPI: disrupts binding between human ARNT and TACC3; AlphaScreen His-ARNT PAS-B/GST-TACC3 binding, luminescence; TACC3 fragment carries E629A point mutation; actives 0.66% (n = 390,000); inhibition, % at 9.99 µM;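 active means mean inhibition of replicates at least 50% and at least half of replicates each reaching 50%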;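 further: 0% = complete ARNT plus TACC3 wells and 100% = ARNT alone without TACC3; many hits fall short of the cut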
# RAD54 branch: blocks human RAD54 Holliday junction branch migration | Q92698 | FAM/BHQ fluorescence | inhibition, % at 10.4 µM | actives 0.14% (n = 360,000);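 active means mean normalized replicate activity at least 40 and at least half of replicates scoring 40 or more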;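 further: 0% = median of neutral control wells and 100% = median of positive control wells; inhibitors cause a drop in the FAM fluorescence signal; in these data hits start at about 50%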
# Target sequence (Q92698 whole entry, looked up): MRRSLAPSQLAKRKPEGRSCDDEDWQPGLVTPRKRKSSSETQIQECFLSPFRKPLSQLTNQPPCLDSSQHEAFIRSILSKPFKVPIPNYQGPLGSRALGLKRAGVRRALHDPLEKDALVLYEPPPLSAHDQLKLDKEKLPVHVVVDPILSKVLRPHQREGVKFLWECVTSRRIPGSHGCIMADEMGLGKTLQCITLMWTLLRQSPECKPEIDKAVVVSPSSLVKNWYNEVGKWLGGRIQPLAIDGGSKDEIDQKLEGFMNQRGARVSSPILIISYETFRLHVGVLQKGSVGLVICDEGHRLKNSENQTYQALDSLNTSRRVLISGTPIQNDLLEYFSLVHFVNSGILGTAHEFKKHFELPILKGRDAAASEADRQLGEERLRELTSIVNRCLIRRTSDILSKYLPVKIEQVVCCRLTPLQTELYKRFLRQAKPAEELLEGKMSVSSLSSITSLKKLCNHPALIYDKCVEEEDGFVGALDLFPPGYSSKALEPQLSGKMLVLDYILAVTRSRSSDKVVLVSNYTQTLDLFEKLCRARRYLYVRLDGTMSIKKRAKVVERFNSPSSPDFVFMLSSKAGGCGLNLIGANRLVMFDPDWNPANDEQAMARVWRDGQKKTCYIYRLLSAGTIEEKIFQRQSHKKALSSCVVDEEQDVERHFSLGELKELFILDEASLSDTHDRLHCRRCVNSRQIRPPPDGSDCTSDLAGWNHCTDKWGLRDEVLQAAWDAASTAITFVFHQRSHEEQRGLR
# F508del corr: correctors of CFTR F508del function in bronchial epithelial cells. actives 0.36% (n = 350,000). AID 720511. activity (quench increase), % at 7.58 µM. CFBE cells, YFP halide quenching; stimulated with forskolin plus potentiator P3; % fluorescence drop versus neutral controls;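 active means mean added fluorescence quench of at least 8% versus neutral control, with both replicates also reaching 8%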;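 further: cells transiently co-express mutant CFTR-F508del with the halide-sensitive YFP; corrector assay measuring rescue of mutant channel to the surface after 24 h compound exposure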
# RAD52 anneal inh: blocks human RAD52 DNA annealing; P43351; recombinant RAD52 DNA annealing, FRET fluorescence; inhibition, % at 18.7 µM; actives 0.46% (n = 360,000); AID 651710;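 active means every replicate showing at least 50% inhibition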
# ERAP1 inh: inhibitors of human ERAP1 aminopeptidase; recombinant ERAP1, Leu-AMC fluorescence, 60 min; inhibition, % at 10.7 µM; Q9NZ08; actives 0.15% (n = 340,000);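 active means mean replicate inhibition of at least 30%, or all replicates individually reaching that 30% level; inactive means mean below 30% and not every replicate reaching it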;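 further: 0% = neutral control wells and 100% = L-leucinethiol positive control wells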
# Xi reactivation: activators of X-chromosome reactivation in mouse fibroblasts | XiGFP mouse fibroblasts, % GFP-positive cells imaging, 3 d; cells co-treated with 5-aza-dC sensitizer; scaled so ellipticine positive control = 100% | activation, % at 7.58 µM | actives 0.055% (n = 360,000) | AID 743238;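 active means mean normalized replicate activation at least 10% and every replicate at or above 10%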;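 further: 0% = median of on-plate neutral control wells and 100% = ellipticine 6 µM median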
#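 Assay system – SV40-immortalized XiGFP fibroblast cells, line 68-5-11 · Buffer or medium – DMEM supplemented with 5-aza-dC as sensitizing agent · Dosing – one concentration, pinned · Benchmarks – positive control ellipticine, 6 µM final · Times – 3 days compound exposure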
# * marks the source's active call; other numbers are inactive results; . = not tested or not shown.
1	CC(C)=CCN1CCNC(=O)C1CC(=O)NCc1nc(C)c(C)s1 (centres undefined)
2	CCSc1nnc(NC(=O)CSc2nc(CC)nc3c2c(=O)n(C)c(=O)n3C)s1
3	Cc1cc(NC(=O)Nc2ccc(Cl)cc2)no1
4	CC1=C(C(=O)OCC(C)C)C(c2cccs2)NC(=S)N1 (centres undefined)
5	Cc1ccc(SCc2ccc(C(=O)N3CCCC3)cc2)cc1
6	CC(NC(=O)c1cc(S(=O)(=O)N2CCOCC2)ccc1N1CCCC1)c1ccc(Cl)c(Cl)c1 (centres undefined)

assay / compound	1	2	3	4	5	6
INS-1E GSIS act	5	2	9	-5	-23	0
esBAF inh	.	4	47*	.	.	.
ARNT TACC3 PPI	-3	0	0	-1	-1	-5
RAD54 branch	.	-18	3	2	.	.
F508del corr	-1.1	-1.0	0.9	.	-1.5	-3.2
RAD52 anneal inh	-13	-13	-10	.	-14	-55
ERAP1 inh	-1	-1	0	.	2	1
Xi reactivation	0.0	0.1	0.0	0.0	-0.1	0.0

7	O=[N+]([O-])c1ccc(C2(O)CN(c3ccccc3)C3=[N+]2CCS3)cc1 (centres undefined)
8	CCOC(CC(=O)NNC(=O)c1c(-c2c(Cl)cccc2Cl)noc1C)OCC
9	COc1ccc(Cl)cc1NC(=O)CSc1nc2ccsc2c(=O)n1CC1CCC(C(=O)O)CC1 (centres undefined)
10	C[C@@H]1CN([C@H](C)CO)C(=O)c2cc(C#Cc3ccc(F)cc3)cnc2O[C@H]1CN(C)C(=O)Nc1ccc(F)cc1
11	COc1ccc(N2CCN(c3nccs3)CC2)cc1
12	O=C(c1ccncc1)N1C[C@H]2[C@@H](c3ccccc31)[C@@H](CO)N2C(=O)c1ccccn1

assay / compound	7	8	9	10	11	12
INS-1E GSIS act	-2	4	-4	-25	-2	3
esBAF inh	-6	.	-9	.	33	-7
ARNT TACC3 PPI	1	.	17	6	11	5
RAD54 branch	-8	-10	8	0	-3	0
F508del corr	0.8	0.7	-2.2	1.2	0.1	-2.0
RAD52 anneal inh	-22	-9	-5	-8	-4	-2
ERAP1 inh	-3	0	-3	0	0	-2
Xi reactivation	0.0	-0.2	-0.1	0.1	0.8	0.4

13	C[C@@H]1CCCCO[C@@H](CN(C)S(=O)(=O)c2ccc(Cl)cc2)[C@@H](C)CN([C@H](C)CO)C(=O)c2cc(NC(=O)NC3CCCCC3)ccc2O1
14	COc1ccc(N(CC(=O)Nc2ccccc2OC)S(=O)(=O)c2ccccc2)cc1Cl
15	COc1ccccc1CN1CCN(Cc2nc(-c3ccc(C)cc3)oc2C)CC1
16	Cc1ccc(CNC(=O)CSc2nc3[nH]ncc3c(=O)[nH]2)cc1
17	COC(=O)c1ccc(S(=O)(=O)N2CCN(C)CC2)n1C
18	O=C(Nc1ccc(S(=O)(=O)Nc2nccs2)cc1)c1c(F)c(F)c(F)c(F)c1F

assay / compound	13	14	15	16	17	18
INS-1E GSIS act	0	-1	.	.	0	.
esBAF inh	-4	5	-5	-4	-4	.
ARNT TACC3 PPI	-9	-1	11	-7	-8	14
RAD54 branch	3	-5	-2	-8	9	22
F508del corr	4.0	3.2	1.3	0.9	-0.2	3.4
RAD52 anneal inh	8	-33	-6	6	-7	-3
ERAP1 inh	0	-1	0	-2	2	-6
Xi reactivation	-0.8	0.1	-0.1	0.0	0.0	-0.1

19	Cc1cc2ccc3ccccc3c2cc1CN(C)C
20	COc1ccc(/C=[N+](\[O-])C2N(c3ccccc3)C(=S)SC2(C)C)cc1OC (centres undefined)
21	CCN1[C@@H]2Cn3c(ccc(C4=CCCC4)c3=O)[C@H]1[C@@H](C(=O)N1CCc3ccccc3C1)[C@@H]2CO
22	C[C@@H]1CN([C@H](C)CO)C(=O)c2cccc(NC(=O)c3ccc(-c4nccs4)cc3)c2O[C@H]1CN(C)C(=O)Nc1ccccc1
23	COc1ccc(-c2nn(-c3ccccc3)cc2/C=N/O)cc1
24	Cc1ccc(N(CC(O)CN2CCCC2)S(=O)(=O)c2ccccc2)cc1 (centres undefined)

assay / compound	19	20	21	22	23	24
INS-1E GSIS act	-1	.	1	10	-1	1
esBAF inh	.	.	5	5	26	-10
ARNT TACC3 PPI	-4	0	-3	19*	-4	6
RAD54 branch	52*	.	-3	0	4	-5
F508del corr	-2.5	-0.3	1.6	-2.0	-2.6	-2.3
RAD52 anneal inh	42	-6	-19	7	-8	-71
ERAP1 inh	-3	3	0	2	0	3
Xi reactivation	0.3	0.0	0.0	-0.1	0.0	.

25	COc1ccc(NC(=O)N(C)C[C@H]2Oc3c(NS(=O)(=O)c4cccs4)cccc3C(=O)N([C@@H](C)CO)C[C@H]2C)cc1
26	COc1ccc(NC(=O)CN(C)C(=O)c2ccccc2CCc2ccccc2)cc1
27	Cc1noc(C)c1NC(=O)Nc1ccc2c(c1)CC(=O)N([C@H](C)CO)C[C@H](C)[C@@H](CN(C)C(=O)Nc1cccc3ccccc13)O2
28	CC(Sc1nnc(-c2ccco2)n1N)C(=O)NC1CCCCC1C (centres undefined)
29	Cc1cccc(OCC(=O)NNC(=O)c2cc(S(=O)(=O)N(C)C)ccc2N2CCCC2)c1
30	O=C(NC(Cc1ccccc1)C(=O)N1CCCC(C(F)(F)F)C1)c1ccccc1 (centres undefined)

assay / compound	25	26	27	28	29	30
INS-1E GSIS act	-17	-60	0	-5	-6	-11
esBAF inh	6	.	9	2	-3	3
ARNT TACC3 PPI	-8	2	.	.	.	-1
RAD54 branch	-5	.	.	3	.	12
F508del corr	1.1	0.7	-2.6	-1.3	0.3	-2.9
RAD52 anneal inh	0	-5	.	-15	-6	6
ERAP1 inh	3	-3	.	1	3	0
Xi reactivation	-0.1	-0.1	3.0	-0.1	0.0	0.0

# Fetched one by one from the entries so far:
29	Cc1cccc(OCC(=O)NNC(=O)c2cc(S(=O)(=O)N(C)C)ccc2N2CCCC2)c1
30	O=C(NC(Cc1ccccc1)C(=O)N1CCCC(C(F)(F)F)C1)c1ccccc1 (centres undefined)
27	Cc1noc(C)c1NC(=O)Nc1ccc2c(c1)CC(=O)N([C@H](C)CO)C[C@H](C)[C@@H](CN(C)C(=O)Nc1cccc3ccccc13)O2

assay / compound	29	30	27
INS-1E GSIS act	-6	-11	0
esBAF inh	-3	3	9
ARNT TACC3 PPI	.	-1	.
RAD54 branch	.	12	.
F508del corr	0.3	-2.9	-2.6
RAD52 anneal inh	-6	6	.
ERAP1 inh	3	0	.
Xi reactivation	0.0	0.0	3.0

# Remaining list, next part:
31	Cc1cc(NC(=O)C(C)SCC(=O)N(C)CC(=O)Nc2ccc(F)cc2)no1 (centres undefined)
32	CCC1(c2ccccc2)NC(=O)N(CC(=O)Nc2ccc3c(C)cc(=O)oc3c2)C1=O (centres undefined)
33	CSc1cccc(NC(=O)c2cc(S(=O)(=O)N3CCCCC3)c[nH]2)c1
34	O=S(=O)(c1ccc(SCc2cccc(Cl)c2)nc1)N1CCCC1
35	CO[C@@H]1CN(C)C(=O)c2ccc(NS(C)(=O)=O)cc2OC[C@H](C)N(CC2CCCCC2)C[C@@H]1C
36	CC(=O)Nc1cc[n+](C(C)C(=O)c2ccc(Cl)cc2)cc1 (centres undefined)

assay / compound	31	32	33	34	35	36
INS-1E GSIS act	7	-18	7	-2	-2	-3
esBAF inh	1	7	-1	18	0	.
ARNT TACC3 PPI	0	.	-13	-11	-1	-3
RAD54 branch	5	-9	3	-7	8	2
F508del corr	0.9	-0.3	0.5	1.9	0.5	-1.2
RAD52 anneal inh	-7	-54	-8	4	11	-11
ERAP1 inh	4	-7	2	0	1	-3
Xi reactivation	-0.1	0.0	1.2	0.0	-0.1	0.0

37	COc1ccc(OCC(=O)Nc2cc(C)c(Cl)cc2OC)c([N+](=O)[O-])c1
38	CNC(=O)C[C@H]1CC[C@@H]2[C@H](COc3ccc(NS(=O)(=O)c4ccccc4C)cc3C(=O)N2C)O1
39	CCC(=O)Nc1cc(Cl)ccc1C(=O)O
40	C[C@H]1CCCCO[C@H](CN(C)C(=O)Nc2ccc3c(c2)OCO3)[C@@H](C)CN([C@@H](C)CO)C(=O)c2cc(NC(=O)Nc3ccccc3)ccc2O1
41	O=[N+]([O-])c1ccc(N2CCN(C(=S)Nc3ccc(F)cc3F)CC2)cc1
42	COc1ccccc1-n1cnnc1SCC(=O)N1CCOCC1

assay / compound	37	38	39	40	41	42
INS-1E GSIS act	22	1	41	5	-39	15
esBAF inh	.	2	0	11	.	.
ARNT TACC3 PPI	-3	5	-1	10	.	-6
RAD54 branch	5	-7	-2	-14	-1	-3
F508del corr	.	-0.5	.	0.1	0.5	-0.3
RAD52 anneal inh	.	24	12	-1	-24	-8
ERAP1 inh	.	-1	1	-2	1	4
Xi reactivation	0.4	0.1	.	0.5	0.1	0.2

43	COc1ccc(S(=O)(=O)N2CC[C@H]3[C@H](CO)Nc4ccc(-c5cccc(C#N)c5)cc4[C@H]32)cc1
44	O=C(CN1C(=O)NC2(CCCCCC2)C1=O)N1CCN(c2ccccc2)CC1
45	COc1ccc(C(=O)NNC2=NCCCCC2)cc1
46	COc1cccc(/C=N/NC(=O)c2nc(-c3ccccc3)cc(-c3ccccc3)n2)c1O
47	O=C(COC(=O)c1ccc(Br)o1)Nc1ccc(N2CCOCC2)cc1
48	Cc1cc(C)cc(N(CCC#N)C(=O)CSC2=Nc3ccccc3C3CC=NN23)c1 (centres undefined)

assay / compound	43	44	45	46	47	48
INS-1E GSIS act	3	3	4	-6	19	-12
esBAF inh	9	-2	.	.	-4	.
ARNT TACC3 PPI	-1	0	-2	0	-1	11
RAD54 branch	2	-17	.	6	12	.
F508del corr	2.3	0.2	-4.4	.	-4.0	3.6
RAD52 anneal inh	-34	-9	-9	.	-5	-50
ERAP1 inh	-1	5	-1	.	2	3
Xi reactivation	0.0	0.0	0.0	0.3	-0.3	-0.1

49	COc1cc(OC)c(NS(=O)(=O)c2cc(C(=O)NCCCN3CCOCC3)ccc2C)cc1Cl
50	O=C(CN1c2ccccc2Sc2ccccc21)N/N=C/c1ccccc1
51	Cc1nc2c(cnn2CCO)c(=O)[nH]1
52	CC(C)Cn1c(/C=C/c2ccccc2)nc2ccccc21
53	Cc1cc(NC(=O)c2cn(C3CCCCC3)c(=O)c3c2c2ccccc2n3C)no1
54	O=C(Nc1nccs1)c1ccc(-c2cccc([N+](=O)[O-])c2)o1

assay / compound	49	50	51	52	53	54
INS-1E GSIS act	1	-5	17	-32	.	15
esBAF inh	1	-4	.	.	3	67*
ARNT TACC3 PPI	.	-6	23	9	-4	-1
RAD54 branch	10	1	-4	-14	11	4
F508del corr	-1.2	-2.0	2.2	.	-0.1	2.0
RAD52 anneal inh	-11	-2	-11	.	-1	-18
ERAP1 inh	2	0	4	.	1	2
Xi reactivation	0.0	0.0	-0.1	-0.1	0.0	0.3

55	CC(C)N(Cc1ccccc1)C(=O)C1CCCN(c2ncnc3c2nc2n3CCCCC2)C1 (centres undefined)
56	CO[C@@H]1CN(C)C(=O)c2ccc(NC(=O)C3CCOCC3)cc2OC[C@@H](C)N(CC2CCCCC2)C[C@H]1C
57	CCOC(=O)c1c(NC(C)=O)sc2c1CCC(C=O)=C2Sc1ccccc1
58	C[C@@H]1CCCCO[C@@H](CN(C)C(=O)C2CCCCC2)[C@H](C)CN([C@@H](C)CO)C(=O)c2cc(NC(=O)Nc3ccc(C(F)(F)F)cc3)ccc2O1
59	C[C@@H]1CN([C@@H](C)CO)C(=O)c2cc(NC(=O)CCCN(C)C)ccc2O[C@@H]1CN(C)C(=O)Nc1ccc2c(c1)OCO2

assay / compound	55	56	57	58	59
INS-1E GSIS act	.	4	22	8	5
esBAF inh	1	2	3	19	.
ARNT TACC3 PPI	8	1	-4	3	.
RAD54 branch	0	5	-3	3	.
F508del corr	-2.5	0.4	-1.6	-0.7	-3.3
RAD52 anneal inh	-3	-4	-31	-1	-43
ERAP1 inh	2	3	6	0	1
Xi reactivation	0.0	-0.4	.	-0.5	-0.8

# Bioassay records deposited in PubChem BioAssay by Broad Institute.
